Assay outcomes as filed in PubChem.
PostGolgi ctrl: growth of the yeast control strain, post-Golgi counter-screen | efflux-deficient yeast background strain, growth absorbance A615, 16 h | inhibition, % at 10 µM | 98,000 tested, 5% active | AID 738
sEH inh: soluble epoxide hydrolase (human) inhibition. recombinant human sEH enzymatic activity assay. inhibition, % at 2 µM. P34913. AID 707. 91,000 tested, 0.34% active; in the data active = inhibition above about 80%; note: values of inactives mirror those of a sister screen read the other way; many of its hits are not listed in these tables
CYP2C19 act: activators of human cytochrome P450 2C19; P33261; recombinant CYP2C19, luciferin-H EGE luminescence; hits give high values; 0 = fully inhibited enzyme, 1 = untreated enzyme; activation factor at 5 µM; 96,000 tested, under 10 active; AID 1025;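 active = activation factor of at least 2 at 5 µM in the primary screen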;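 note: 0 = wells with 2.5 mM tranylcypromine and 1 = vehicle-only wells; values of inactives mirror those of a sister screen read the other way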
Target sequence (P33261 whole entry, looked up): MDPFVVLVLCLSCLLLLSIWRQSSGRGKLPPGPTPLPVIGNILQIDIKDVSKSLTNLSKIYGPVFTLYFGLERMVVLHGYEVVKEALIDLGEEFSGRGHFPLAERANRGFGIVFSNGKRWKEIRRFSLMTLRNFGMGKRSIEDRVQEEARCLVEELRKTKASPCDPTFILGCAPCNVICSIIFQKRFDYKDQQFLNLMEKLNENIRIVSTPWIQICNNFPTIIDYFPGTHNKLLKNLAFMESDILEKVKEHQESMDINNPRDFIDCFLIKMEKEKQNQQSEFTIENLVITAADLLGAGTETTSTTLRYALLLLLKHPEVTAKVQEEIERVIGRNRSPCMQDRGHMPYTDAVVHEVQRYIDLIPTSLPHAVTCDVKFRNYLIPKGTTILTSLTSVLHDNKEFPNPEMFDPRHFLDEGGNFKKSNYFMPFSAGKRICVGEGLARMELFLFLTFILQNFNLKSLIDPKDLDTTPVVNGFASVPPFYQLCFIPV
S1P2 blocker: blocks the human S1P2 receptor. O95136. cell-based S1P2 antagonist assay, inhibition at 5 uM. inhibition, % at 5 µM. 97,000 tested, 0.21% active. AID 736; in the data active = inhibition above about 45%;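 note: CRE beta-lactamase reporter cells expressing human S1P2 stimulated with S1P; 0% = agonist at EC80 alone and 100% = agonist plus reference antagonist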
Target sequence (O95136 whole entry, looked up): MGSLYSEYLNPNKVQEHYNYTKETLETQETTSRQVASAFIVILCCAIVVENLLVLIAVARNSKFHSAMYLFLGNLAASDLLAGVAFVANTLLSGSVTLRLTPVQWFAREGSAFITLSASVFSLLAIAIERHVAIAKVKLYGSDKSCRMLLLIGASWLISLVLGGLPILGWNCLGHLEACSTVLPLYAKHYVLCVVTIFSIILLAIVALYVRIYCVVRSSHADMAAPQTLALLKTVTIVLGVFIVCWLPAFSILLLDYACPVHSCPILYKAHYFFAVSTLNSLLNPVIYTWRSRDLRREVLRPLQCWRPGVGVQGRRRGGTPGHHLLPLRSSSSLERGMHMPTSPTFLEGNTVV
sEH activator: soluble epoxide hydrolase (human) activation; purified human sEH enzymatic activity, activator screen; P34913; activation, % at 2 µM; 91,000 tested, 0.04% active; in the data active = activation above about 37%; note: values of inactives mirror those of a sister screen read the other way
PostGolgi yeast: growth inhibition of a yeast mutant, post-Golgi transport screen | inhibition, % at 10 µM | 98,000 tested, 0.9% active | post-Golgi transport phenotypic cell assay;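 note: yeast cells grown in 1536-well plates; yeast grown about 18 h at 30C before absorbance read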
CYP2C19 inhib: human CYP2C19 inhibition; P33261; CYP2C19 Supersomes, luciferin-H EGE luminescence, 30 min; inhibition, % at 5 µM; 96,000 tested, 21% active;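 active = CYP2C19 inhibition above a set limit at 5 µM in the primary screen, cut at about 50% in these data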;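 note: plate controls were negative control wells for no effect and 2.5 mM tranylcypromine positive control for full effect; values of inactives mirror those of a sister screen read the other way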
S1P2 ag: S1P2 (human) receptor agonism | O95136 | S1P2-expressing cell line, agonist reporter read-out | activation, % at 4.5 µM | 97,000 tested, 0.46% active; in the data active = activation above about 16%;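 note: 0% = vehicle low control and 100% = maximal reference agonist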
hDAT+cocaine: modulates human dopamine transporter uptake under cocaine | Q01959 | LLC-PK1 hDAT cells, [14C]-dopamine uptake with cocaine IC80; actives deviate in either direction | B-score at 10 µM | 110,000 tested, 1.3% active | AID 449768;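 active = Z score or B-score, a plate-position-corrected score, falls beyond the plate's 99.7% confidence bounds, in either direction; inactive = both scores lie inside the 99.7% bounds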;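 note: scored against the spread of the other compound wells on the same plate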
Starred values were filed as active, the others as inactive; x = no result given. Cut-off read from the data, not from the text of the source, unless noted: active = inhibition above about 30%; inactive = the rest.

Molecule	PostGolgi ctrl	sEH inh	CYP2C19 act	S1P2 blocker	sEH activator	PostGolgi yeast	CYP2C19 inhib	S1P2 ag	hDAT+cocaine
COc1ccc(C(=O)C(CN2CCOCC2)c2ccccc2)cc1F (centres undefined)	26.4	12.4	0.5	7.1	-11.3	-2.0	48.8	-4.6	-0.562
CC(=O)c1c(C)[nH]c(C(=O)NCCc2cccc(C)c2)c1C	13.3	24.4	0.6	1.6	-24.9	-4.8	37.6	-3.9	0.13
O=c1ccnc(SCc2ccccc2Cl)[nH]1	11.6	17.7	1	-10.2	-19.2	9.1	-1.8	-1.0	-0.0804
Cc1ccc(Cn2c(NC(=O)c3ccco3)nc3ccccc32)cc1	9.3	11.0	1.1	-8.3	-12.2	3.2	-9.7	-6.2	-0.191
CC(=O)Nc1ccc(S(=O)(=O)N(Cc2ccco2)CC2CCCO2)cc1 (centres undefined)	4.8	x	0.3	x	x	3.3	72.6*	x	x
O=C(Nn1c(O)c(C=C2N=c3ccccc3=N2)sc1=S)c1ccccc1	4.3	23.7	1	-8.6	-24.2	3.6	3.9	-6.2	1.87
COc1ccc(C(=O)/C(=C/c2cccs2)c2nc3ccccc3o2)cc1	37.5*	7.6	0.7	-1.7	-8.0	1.0	26.0	-4.6	1.42
CCc1nnc(NC(=O)CC(=O)Nc2ccccc2C(=O)O)s1	13.7	x	0.9	x	x	6.6	6.5	x	-1.63
CC1=Nn2c(nnc2-c2n[nH]c3c2CCC3)SC1	-2.6	-1.4	0.9	9.5	1.8	7.4	8.6	-9.0	-8.04*
Nn1cnnc1N/N=C/c1cc([N+](=O)[O-])c(Cl)cc1Cl	3.5	-10.4	0.8	11.9	11.4	-3.2	15.9	-0.2	x
CCOC(=O)Cc1csc(NC(=O)CSc2nc(C)cc(=O)[nH]2)n1	3.7	3.0	0.9	19.0	-1.8	20.3	12.8	-2.8	-0.391
CCN(CC)S(=O)(=O)c1ccc2nc(CSc3nnnn3-c3ccc(O)cc3)[nH]c2c1	6.7	16.4	0.3	7.1	-14.7	-0.5	66.1*	-2.8	1.77

Next section, overlapping the part above by three compounds.
Molecule	PostGolgi ctrl	sEH inh	CYP2C19 act	S1P2 blocker	sEH activator	PostGolgi yeast	CYP2C19 inhib	S1P2 ag	hDAT+cocaine
Nn1cnnc1N/N=C/c1cc([N+](=O)[O-])c(Cl)cc1Cl	3.5	-10.4	0.8	11.9	11.4	-3.2	15.9	-0.2	x
CCOC(=O)Cc1csc(NC(=O)CSc2nc(C)cc(=O)[nH]2)n1	3.7	3.0	0.9	19.0	-1.8	20.3	12.8	-2.8	-0.391
CCN(CC)S(=O)(=O)c1ccc2nc(CSc3nnnn3-c3ccc(O)cc3)[nH]c2c1	6.7	16.4	0.3	7.1	-14.7	-0.5	66.1*	-2.8	1.77
Nc1c(C(=O)NCc2cccnc2)sc(=S)n1-c1ccccc1	2.5	x	0.7	x	x	-4.2	31.4	x	-0.703
CC(=O)Oc1ccc(N2C(=O)CCC2=O)cc1	-0.5	-2.8	1	15.1	-0.4	-0.3	-3.5	-5.3	-0.00505
COc1cccc(C(=O)N(CN2CCCC2=O)c2ccccc2OC)c1	12.6	x	0.9	6.2	x	1.8	8.2	-1.1	-0.777
CCO/C(C)=C1\C(=O)Nc2ccccc21	16.4	14.9	1.2	-5.0	-11.8	-0.5	-18.6	-9.4	-0.333
O=Cc1cn(-c2ccccc2)nc1-c1cc2cc(O)ccc2oc1=O	3.7	-16.6	0.9	-0.3	14.2	10.3	5.8	8.4	-1.41
O=C(Oc1ccccc1)c1cccc(COC(=O)c2cnccn2)c1	7.9	4.2	0.6	-9.8	-1.3	12.0	41.1	-4.2	0.278
COc1ccc(CN2C(=O)CN=C2Nc2cc(C)ccc2C)cc1	4.3	5.2	0.7	-28.2	-3.9	3.4	26.5	-1.0	0.396
CCN1CCCC1CNC(=O)c1cc2c(-c3cccc(OC)c3)nn(C)c2s1 (centres undefined)	8.2	x	1.1	x	x	2.8	-5.1	x	0.0792
Cc1cc(NC(=O)CSc2nnc(Cc3cccn3C)n2CCc2ccccc2)no1	0.2	x	0.7	x	x	6.4	32.3	x	0.211
CCc1cc2c(=O)n(Cc3ccco3)c(SCC(=O)N3CCCc4ccccc43)nc2s1	17.6	0.3	0.7	-19.7	0.3	19.4	34.3	-7.6	-0.443
CCn1c(SCc2nc3ccccc3[nH]2)nnc1-c1cnccn1	-0.9	0.4	0.1	15.1	-2.7	4.1	90.8*	-2.1	-0.859
Cn1c(CCCCCN)nc2ccccc21	-1.7	-5.6	0.8	-1.5	6.2	-3.4	22.6	-2.3	0.563

Compound profiles (already shown). Order of values: PostGolgi ctrl, sEH inh, CYP2C19 act, S1P2 blocker, sEH activator, PostGolgi yeast, CYP2C19 inhib, S1P2 ag, hDAT+cocaine
COc1ccc(CN2C(=O)CN=C2Nc2cc(C)ccc2C)cc1 across the screens: 4.3, 5.2, 0.7, -28.2, -3.9, 3.4, 26.5, -1.0, 0.396
CCOC(=O)Cc1csc(NC(=O)CSc2nc(C)cc(=O)[nH]2)n1 across the screens: 3.7, 3.0, 0.9, 19.0, -1.8, 20.3, 12.8, -2.8, -0.391

(next part)
Molecule	PostGolgi ctrl	sEH inh	CYP2C19 act	S1P2 blocker	sEH activator	PostGolgi yeast	CYP2C19 inhib	S1P2 ag	hDAT+cocaine
O=C(Cn1cc2c(n1)CCCCC2)NCCN1CCOCC1	-2.8	x	1.1	x	x	2.0	-10.3	x	-0.107
O=c1c2c(-c3cccs3)csc2ncn1-c1ccc(Br)cc1	38.3*	-0.6	0.6	-38.0	3.5	-14.3	37.1	1.6	-1.49
O=C(COc1ccc(Cl)cc1Cl)NC1CCSC1=O (centres undefined)	6.6	6.2	0	-12.0	-5.7	29.1	95.7*	-7.9	0.355
O=C(NC1CCCCC1)C(c1ccccc1)N1CCCC1 (centres undefined)	1.6	x	0.3	x	x	-5.5	70.7*	x	0.135
Cc1cc(=O)oc(C)c1C(=O)N1CCN(C(c2ccccc2)c2ccccc2)CC1	7.9	3.2	0.6	-1.7	-4.2	20.9	39.5	-12.6	-0.00367
NC(=O)c1c(NC(NC(=O)c2ccco2)C(=O)c2ccc(Cl)cc2)sc2c1CCCC2 (centres undefined)	6.8	-0.7	1	-8.6	-3.6	-2.2	-1.0	-4.7	-0.135
Cc1nc2ccc(-c3nc4cc(N)ccc4o3)cc2[nH]1	9.6	8.3	0.9	4.7	-5.0	14.8	14.0	-6.9	x
Cc1cccc(NC(=O)NCc2ccc3c(c2)cc(C)n3C)c1	0.9	x	0.9	28.1	x	-7.1	5.6	-12.1	0.00148
CCC(c1nnnn1C(C)(C)CC)N(CCN1CCOCC1)Cc1cc2cc(C)ccc2[nH]c1=O (centres undefined)	-7.8	5.5	0.2	-4.4	-7.4	1.5	81.9*	-4.1	x
O=C(CSc1nc2ccccc2o1)Nc1nc2ccc(Br)cc2s1	-5.4	-15.0	0.1	-9.1	12.7	11.1	94.3*	-3.7	0.551
CC(Oc1ccc(Cl)cc1)C(=O)OCC(=O)Nc1ncc(Cl)cc1Cl (centres undefined)	-0.5	4.3	0.8	2.6	-1.2	-4.6	24.2	-4.0	0.0553
CC(C)Oc1ccc(CCc2n[nH]c(=S)n2Cc2ccccc2)cc1	-1.7	5.3	0.8	-8.5	-3.2	-0.2	16.7	-9.1	0.134

Molecule	PostGolgi ctrl	sEH inh	CYP2C19 act	S1P2 blocker	sEH activator	PostGolgi yeast	CYP2C19 inhib	S1P2 ag	hDAT+cocaine
Cc1cc(C)nc(SCC2COc3ccccc3O2)n1 (centres undefined)	13.0	12.1	0.5	5.9	-12.3	2.4	46.9	-1.2	0.324
Nc1ccc2oc3ncccc3c(=O)c2c1	-4.0	0.4	1.1	2.2	-0.9	6.9	-11.5	-5.8	0.589
CN(C)c1ccc(NC(=O)c2sc(SCC(=O)Nc3ccc(Br)cc3)nc2N)cc1	-4.6	-2.8	1.1	16.3	3.0	-2.9	-13.5	-7.7	-1.05
COc1ccc(-c2cc(C(F)(F)F)nc(N3CCCCC3)n2)cc1OC	22.1	-7.3	1	-19.5	6.9	1.6	-1.6	4.0	0.0184
Cn1nnnc1SCC(=O)NCc1ccco1	-5.7	-2.9	1.1	11.7	3.5	20.7	-8.7	-5.3	0.981
C#CCn1c(=NC(=O)c2ccc(Cl)s2)sc2cccc(OC)c21	12.3	-12.2	0.8	1.6	11.0	-10.4	23.5	-9.9	0.87
Cc1noc(C)c1COC(=O)c1ccc(-c2nc3ccccc3s2)s1	-0.9	-1.4	1	-3.4	-0.5	-3.4	-0.4	-4.7	0.483
Cc1nc(NCCc2ccccc2)c2oc3ccccc3c2n1	51.4*	39.1	0.7	9.8	-39.2	18.2	31.0	-7.2	1.1
COc1ccc(S(=O)(=O)N2CCCCC2C(=O)O)cc1 (centres undefined)	x	-1.4	x	-11.9	0.8	x	x	-10.5	0.241
Cc1nn(CCC#N)c(NC(=O)c2ccc(Cl)cc2Cl)c1P(=O)(Nc1ccc([N+](=O)[O-])cc1)N1CCOCC1 (centres undefined)	1.5	-4.8	1.1	-15.6	7.0	-0.2	-5.6	-0.5	-6.49*
Cn1c(=O)[nH]c(=O)c2c1nc(N1CCOCC1)n2CCSc1ncccn1	x	-18.9	x	-9.1	18.9	x	x	-1.6	x
c1ccc(SCc2nc3ccccc3[nH]2)cc1	-4.1	-3.4	0.1	5.5	4.2	12.5	90.3*	-6.0	-0.749

Molecule	PostGolgi ctrl	sEH inh	CYP2C19 act	S1P2 blocker	sEH activator	PostGolgi yeast	CYP2C19 inhib	S1P2 ag	hDAT+cocaine
Brc1ccccc1OCCCN1CCOCC1	0.2	-16.3	x	11.6	13.4	10.1	x	-1.8	0.211
Cc1cc(C(=O)CN2C(=O)CCC2=O)c(C)n1Cc1ccccc1	-0.8	0.1	0.4	-40.7	0.4	26.3	62.4*	150.3*	-0.646
Cc1ccc2[nH]c(=O)c(CN(CCO)C(=O)N(C)C)cc2c1	x	6.9	x	7.2	-1.4	x	x	-2.7	-0.0395
CC(C)(C)C(=O)Cn1c(NCCCO)nc2ccccc21	2.0	-8.8	1	2.6	10.2	5.3	1.3	-7.1	-0.42
CC(NC(=O)Cc1ccccc1)c1nc2ccccc2[nH]1 (centres undefined)	32.6*	x	1	x	x	-3.0	0.4	x	0.576
CCOc1cc(S(=O)(=O)NCc2ccco2)c(OCC)cc1-n1cnnn1	-6.7	5.3	0.7	6.6	-2.1	4.8	31.3	-4.3	0.402
O=C(CSc1ncn[nH]1)Nc1ccccc1Sc1ccccc1	-3.0	-1.7	0.1	-24.5	3.7	0.9	87.0*	-2.1	-0.131
COC(=O)CSc1[nH]c(=O)cc(C)c1C#N	7.7	10.2	1.1	8.9	-12.7	-0.2	-11.3	-4.8	0.000467
O=C(CC12CC3CC(CC(C3)C1)C2)NCO	0.9	3.8	1	-14.4	-3.2	4.4	-1.3	-6.0	-1.43
CCN(CC(=O)NC1CCS(=O)(=O)C1)c1nc(-c2cccnc2)nc2ccccc12 (centres undefined)	1.9	21.9	1	-4.8	-19.1	3.4	4.6	-3.0	-1.54
CCOc1cc(NC(=O)c2ccccc2[N+](=O)[O-])c(OCC)cc1NC(=O)CC(C)C	-6.6	-7.4	1	-5.0	9.8	1.1	-4.6	-1.9	0.0546
CC(=O)Nc1cccc(NC(C)=O)n1	x	-19.4	x	0.9	23.0	x	x	-1.0	-1.33

Molecule	PostGolgi ctrl	sEH inh	CYP2C19 act	S1P2 blocker	sEH activator	PostGolgi yeast	CYP2C19 inhib	S1P2 ag	hDAT+cocaine
COc1ccccc1S(=O)(=O)Cc1ccc(C(=O)NCc2cccnc2)o1	-0.9	-4.4	0.8	-22.3	6.8	-1.2	23.1	-0.5	0.368
C=CCSc1nnc2c(n1)OC(c1cccnc1)Nc1ccccc1-2 (centres undefined)	-2.1	-4.0	1	9.5	4.7	-3.8	-3.0	-7.7	-0.298
CC1(C)CC(=O)C(C(c2cccnc2)C2C(=O)CC(C)(C)CC2=O)C(=O)C1	15.7	-6.4	1.2	12.9	6.9	3.4	-19.8	-1.8	0.726
N#CC1(c2ccccc2)CCCN1C(=O)c1ccc(Br)o1 (centres undefined)	11.1	4.5	0.7	-3.9	-3.2	5.8	29.1	-1.0	-0.452
